Compound activity as filed in PubChem BioAssay.
Granule exo inh = blocks lytic granule exocytosis | TALL-104 LAMP-1 surface exposure, flow cytometry; cells stimulated with thapsigargin and PMA | inhibition, % at 10 µM | 360,000 tested, 0.66% active | AID 651702;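 active = inhibition above about 55%, limit read from the data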
Peg3 promoter = reduces Peg3 promoter-driven luciferase expression in HeLa; AID 588405; 360,000 tested, 1.7% active; HeLa PEG-Prom luciferase reporter, luminescence, overnight; inhibition, % at 20 µM;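 active = inhibition of at least 50% at 20 µM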
PDI inh = blocks human protein disulfide isomerase activity | 350,000 tested, 0.052% active | inhibition, % at 10 µM | PDI insulin aggregation turbidity, A650, 90 min;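 active = mean inhibition across replicates of 30% or more, whatever share of single replicates reach that level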;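 also: absorbance from insulin aggregation driven by PDI reduction with DTT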
Target sequence (P07237 whole entry, looked up): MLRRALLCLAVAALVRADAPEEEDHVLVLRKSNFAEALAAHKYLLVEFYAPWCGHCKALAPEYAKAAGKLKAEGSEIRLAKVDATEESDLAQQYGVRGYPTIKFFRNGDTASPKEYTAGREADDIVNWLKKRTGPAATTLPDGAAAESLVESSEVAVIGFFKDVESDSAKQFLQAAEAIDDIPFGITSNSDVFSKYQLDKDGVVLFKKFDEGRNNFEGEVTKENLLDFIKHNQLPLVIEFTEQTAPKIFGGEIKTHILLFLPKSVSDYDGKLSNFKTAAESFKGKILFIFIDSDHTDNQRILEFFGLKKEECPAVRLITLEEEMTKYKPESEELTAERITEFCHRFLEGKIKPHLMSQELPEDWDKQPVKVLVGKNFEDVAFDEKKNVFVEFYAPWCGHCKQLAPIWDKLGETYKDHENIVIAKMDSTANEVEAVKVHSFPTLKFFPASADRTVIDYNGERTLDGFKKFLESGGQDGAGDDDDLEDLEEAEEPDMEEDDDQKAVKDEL
NR2E3 ag-1 = activates human photoreceptor nuclear receptor NR2E3 | GST-NR2E3/biotin-RetCOR TR-FRET, 1536-well | inhibition of corepressor binding, % at 4.78 µM | Q9Y5X4 | 320,000 tested, 0.12% active | AID 2300;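 active = percent inhibition above the cutoff of mean plus 3 SD of all tested compounds, set per screening campaign, cut at about 20% in these data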;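 also: 0% = DMSO wells and 100% = biotin wells as full block of FRET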
Target sequence (Q9Y5X4 whole entry, looked up): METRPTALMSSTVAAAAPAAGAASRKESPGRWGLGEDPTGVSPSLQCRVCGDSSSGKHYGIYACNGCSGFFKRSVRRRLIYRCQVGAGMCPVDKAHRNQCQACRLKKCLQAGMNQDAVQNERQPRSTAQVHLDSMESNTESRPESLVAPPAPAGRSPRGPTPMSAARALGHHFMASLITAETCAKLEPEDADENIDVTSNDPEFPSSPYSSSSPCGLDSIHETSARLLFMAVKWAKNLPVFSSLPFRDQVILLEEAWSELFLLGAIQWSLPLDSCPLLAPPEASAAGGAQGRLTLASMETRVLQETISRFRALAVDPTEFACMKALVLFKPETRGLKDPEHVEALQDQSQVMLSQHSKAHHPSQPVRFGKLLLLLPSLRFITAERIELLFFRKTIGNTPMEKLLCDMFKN
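Assay system: NR2E3–RetCOR corepressor complex. Quantity: 1.35 nM GST-NR2E3. Buffer or medium: pH 7.5 Tris-based buffer. Reagent: biotinylated RetCOR corepressor at 7 nM final. Schedule: 5 h at 4 °C. Detection: TR-FRET, emission read at 617 and 671 nm. Replicates: one well per compound, singlicate testing.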
TRPM1 prom inh = MITF TRPM1 promoter inhibition in SK-MEL-5 cells | SK-MEL-5 TRPM1 promoter luciferase, 24 h | inhibition, % at 12.5 µM | 330,000 tested, 0.83% active | AID 488899;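 active = mean inhibition across replicates of 60% or more, whatever share of single replicates reaches that level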; also: values of inactives mirror those of a sister screen read the other way
CaV13 FRET inh = Primary screen for inhibitors of IQ motif and Ca2+-dependent inactivation inhibitor domain binding in CACNA1D, Förster resonance energy transfer in living cells, …. HEK cells, CFP/YFP FRET ICDI-IQ, plate reader, 10 min; percent FRET-ratio fall versus neutral wells. 340,000 tested, 0.098% active. inhibition, % at 12.3 µM;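 active = mean replicate inhibition of at least 30% and at least 1% of replicates passing that level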;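 also: 0% = median of the neutral control wells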
Vif imaging = blocks HIV Vif function; HEK293T cells, Vif self-association by quenched fluorescence, imaging, 24 h; inhibition, % at 7.49 µM; 340,000 tested, 0.35% active; AID 602346; in the data active = inhibition above about 50%, passing the limit was not always enough; also: some results filed as inactive read as strong as hits
HIF-2a block = blocks HIF-2a reporter activity; 786-0 RCC cells HIF-2a reporter, luciferase luminescence, overnight; 360,000 tested, 0.72% active; inhibition, % at 18.8 µM;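 active = inhibition of the luminescence signal of 40% or more relative to plate controls, in a single-dose primary screen at 18.75 µM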
iPSC survival up = hiPSC single-cell survival enhancement; ATPlite luminescence; 100% = ROCK inhibitor wells, 0% = DMSO; survival enhancement, % at 20 µM; 360,000 tested, 0.044% active; AID 602274; in the data active = survival enhancement above about 18%;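 also: cells exposed to compounds for 16 hours before the ATP read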
aDG glyco up = increases alpha dystroglycan glycosylation. Pro5-aDG cells, alpha-DG glycosylation AlphaScreen (IIH6); 0% Pro5, 100% B10-LARGE cell signal. activation, % at 10 µM. 360,000 tested, 0.22% active. AID 624168;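 active = activation of at least 8% versus controls, or a plate z-score of at least 8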;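 also: Pro5 are CHO cells carrying HIG-tagged alpha-DG that lacks glycosylation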
NR2E3 ag-2 = human photoreceptor-specific nuclear receptor agonism | CHO-S Gal4-NCOR/VP16-NR2E3 two-hybrid, luciferase | Q9Y5X4 | AID 602229 | inhibition of corepressor binding, % at 3.98 µM | 360,000 tested, 0.35% active;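 active = inhibition above the mean of all tested compounds plus 3 SD, cut at about 70% in these data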;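 also: 0% = DMSO with NR2E3 transfected cells and 100% = cells lacking NR2E3 construct; higher means lower luciferase signal from less NR2E3 corepressor binding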
Starred values were filed as active, the others as inactive; nt = no result given. Compounds were not picked by outcome; about 3.5% have a hit in one of these screens.

canonical_smiles	Granule exo inh	Peg3 promoter	PDI inh	NR2E3 ag-1	TRPM1 prom inh	CaV13 FRET inh	Vif imaging	HIF-2a block	iPSC survival up	aDG glyco up	NR2E3 ag-2
COc1ccc(C(=O)SC2=NCCS2)cc1	0	5	0	-1	4	-8	6	15	2.6	-0.2	-1
Cc1ccc(N2C(=O)N3[C@H](c4ccc(Cl)cc4)[C@@H]4C(=O)N(C5CCCCC5)C(=O)[C@@H]4[C@]3(Cc3ccccc3)C2=O)cc1	-4	-39	-8	4	-7	-10	-7	-54	-2.3	0.4	5
CN(C)c1ccc2c(c1)OC(N)=C(C#N)C2c1cccc(F)c1 (configuration not stated)	7	14	-8	-2	28	nt	nt	-17	-2.9	-0.1	-22
Cc1ccccc1NC(=O)c1c(C)[nH]c(=S)c(C#N)c1-c1ccco1	-4	-4	-7	-2	-4	-4	2	5	-0.6	0.0	4
O=C(CN1CCCCC1)NNC(=O)c1cccc(Br)c1	-5	-13	9	-1	5	-7	12	4	0.0	-0.1	-2
COc1ccc(S(=O)(=O)N2CCN(C)CC2)c2ccccc12	-2	11	nt	8	nt	-2	-3	6	-2.4	-0.1	-11
CC(=O)Nc1ccc(S(=O)(=O)N2CCN=C2SCc2cccnc2)cc1	-9	16	-1	-4	-5	-4	-4	13	-3.8	0.3	5
Cc1ccc(C(=O)N/C(=C\c2sccc2C)C(=O)NCc2ccncc2)cc1	9	10	7	1	-3	-5	0	13	0.0	0.0	-18
CC(=O)c1cccc(NC(=O)CN(C)Cc2ccc(OC(F)F)cc2)c1	-2	7	-6	-2	-4	-2	nt	6	-0.2	0.1	-18
COc1ccc(N2CCN(Cc3nc(N)nc(Nc4ccc(C)c(Cl)c4)n3)CC2)cc1	-4	34	-5	3	-16	-3	-9	8	-1.6	0.4	39
Cc1ccccc1C(=O)Nc1ccnn1C1CCN(Cc2ccccn2)CC1	4	6	-3	-2	-7	-3	-9	7	2.7	0.2	2
CCOC(=O)c1sc(NC(=O)c2ccc(S(=O)(=O)N3CCCCC3)cc2)nc1-c1ccccc1	1	32	-6	5	-3	-17	2	4	1.5	0.0	11
CCOC(=O)C(C(=O)OCC)C(Nc1ccc(Br)cc1)c1ccccc1 (configuration not stated)	6	11	-3	-1	-1	-5	10	24	0.1	0.3	27
Cc1ccc(OCC(=O)NCCNC(=O)c2cccnc2)cc1C	-4	4	1	1	-1	-4	7	4	-0.4	0.0	0
Cc1cc(C2N=C(N)Nc3nc4ccccc4n32)c(C)n1-c1ccccc1Cl (configuration not stated)	-3	12	-15	-1	-10	-7	18	-7	-0.4	-0.4	21
CCC(=O)OCCNc1nc(-c2ccccc2)nc2ccccc12	3	14	7	6	7	3	-2	11	0.6	0.1	-27
CCC(C)[C@H](NC(=O)Nc1ccc(S(N)(=O)=O)cc1)C(=O)OC (some centres not stated)	-10	14	-5	1	3	-2	7	18	-0.6	0.0	-4
COc1cc(-n2c(C)nc3cc(C(=O)O)ccc32)cc(OC)c1OC	-5	2	10	1	1	-2	21	15	1.7	-0.1	8
CN(C)c1cccc(C(=O)Nc2nnc(Cc3ccccc3)s2)c1	-17	-74	-6	4	-46	-2	-28	-109	-0.4	-0.1	-66
COc1c2c(nc3occc13)C(CCC(C)(C)O)(OC)C(O)CC2 (configuration not stated)	-1	6	-4	-3	-4	nt	0	21	-1.9	0.2	-7
CSc1ncccc1C(=O)Nc1ccc(S(=O)(=O)Nc2nccs2)cc1	-4	7	2	1	9	-5	-16	10	-1.2	-0.2	4
CC(NC(=O)COC(=O)COc1cccc2c1OC(C)(C)C2)c1ccccc1 (configuration not stated)	-1	-1	-6	0	1	-6	-1	-9	-0.2	0.2	-2
N#C/C(=N\O)c1nc2ccccc2s1	-2	1	1	4	13	-2	8	-22	0.0	0.4	-13
COc1ccc(OC)c(NC(=O)CSC2=NN3CCCC(=O)N=C3S2)c1	-5	8	6	-1	-1	-4	-6	12	-0.6	0.3	4
O=C(Nc1ccc2oc(-c3ccccc3F)nc2c1)c1cncc(Br)c1	2	-58	1	-1	-23	-4	-9	-111	1.0	0.1	-26
CC1CC(C)CN(CCOc2cccc3ccccc23)C1 (configuration not stated)	8	-6	-2	-1	7	-19	0	0	-0.2	0.0	10
Cc1cc(C)n(-c2nc3ccccc3nc2N2CCCCCC2)n1	-3	16	2	2	8	-5	-4	31	-5.1	0.2	4
O=C(c1cc(=O)[nH]c2ccccc12)N1CC=C(c2ccccc2)CC1	4	13	19	-2	7	-9	0	25	0.0	-0.1	0
CC(=O)c1ccc(NC(=O)C(C)OC(=O)/C=C/c2ccco2)cc1 (configuration not stated)	-1	-33	-2	nt	8	-5	5	10	0.7	0.0	-3
C(=N\N1CCOCC1)/c1cn(-c2ccccc2)nc1-c1ccccc1	-1	-55	15	-2	-10	-6	-1	-68	0.4	0.2	9
Cc1ccc(S(=O)(=O)Nc2nc3ccccc3s2)cc1	-2	5	1	2	16	-5	-5	7	-2.6	-0.1	-28
O=C(CN1CCC(NC(=O)c2ccccc2Cl)CC1)NCc1ccco1	0	7	-6	6	14	-3	20	10	1.2	0.1	-19
CCCCCNC(=O)c1ccc2c(=O)n(CCOC)c(=O)[nH]c2c1	-2	-2	3	2	10	-4	-2	10	0.0	-0.1	-11
Cc1ccsc1C(=O)NCCc1nnc2ccccn12	-8	-164	1	2	-34	-4	-7	-154	0.1	0.0	-66
CC(=O)c1cccc(NC(=O)NC2CC(=O)N(c3ccc4c(c3)OCCO4)C2)c1 (configuration not stated)	-6	10	-1	-3	-8	-4	0	10	0.7	-0.1	4
CCC(NC(=O)CSc1nnnn1C1CC1)c1ccc(Br)cc1 (configuration not stated)	-2	3	-9	-1	13	-4	-4	9	5.1	0.2	2
Cc1cccc(NC(=O)c2sccc2-n2cccc2)c1C	-1	-2	5	5	-10	nt	5	15	-0.4	0.1	-21
Cc1ccc(NC(=O)N2CCC(NC(=O)c3cccc(C)c3)CC2)cc1	7	-5	9	0	-2	-2	5	2	-0.2	-0.2	6
COc1ccc(-c2onc3ccc(Cl)cc23)cc1	0	-125	-1	0	-43	-2	-1	-142	-1.7	-0.4	-21
COc1ccc(N2CCN(C(=O)CSc3nnc4nc(C)cc(C)n34)CC2)cc1	0	11	-1	1	4	-9	6	-7	-2.1	0.0	-8
CC1CCCN(CC(=O)Nc2ccc(S(=O)(=O)N3CCCCCC3)cc2)C1 (configuration not stated)	-2	19	-2	1	-7	-8	2	6	-2.0	-0.6	6
O=C(c1cc(-c2ccc(F)cc2)on1)N1CCCCCC1	-2	-322	2	4	-129	-4	-3	-189	-0.1	0.1	-149
COc1ccccc1C1C(C(=O)c2sc(C)nc2C)=C(O)C(=O)N1CCN1CCOCC1 (configuration not stated)	-4	-11	2	5	8	0	-1	-11	-0.7	0.1	-83
CC1CN(C(=S)NC2CCCC2)CC(C)O1 (configuration not stated)	-3	13	6	1	3	-5	nt	0	-0.2	-0.1	9
CSc1cccc(NC(=S)N2CCC(N(C)C3CCCCC3)CC2)c1	-8	0	4	-2	2	-13	12	10	-0.7	-0.1	38
Cc1ccc(-c2nc(SCC(=O)NCC3CCCO3)c(-c3ccccc3)[nH]2)cc1 (configuration not stated)	-3	16	nt	0	nt	-6	nt	-14	2.0	-0.3	0
CC(=O)c1c(C)[nH]c(C(=O)Nc2cccc(C)n2)c1C	-6	-162	2	-1	-65	-12	-2	-120	-0.4	0.3	-88
Cc1ccc(NC(=S)N(CCCN2CCOCC2)Cc2ccco2)cc1	1	13	0	2	1	-2	-7	6	0.4	-0.1	-9
C[C@@H]1NC(=O)c2cc([N+](=O)[O-])cc(F)c2NCCC[C@@H](C(N)=O)NC(=O)[C@H](CC(N)=O)NC1=O	-3	-6	9	2	-2	-11	-4	9	-1.6	-0.1	-2
O=C(CN1C(=O)NC2(CCCC2)C1=O)NNC(=O)c1ccc(Br)cc1	-1	-46	-4	1	-2	-13	11	7	-0.6	0.4	24
COC(=O)c1ccc(NC(=O)CSc2nnc(COc3c(C)cccc3C)o2)cc1	-1	-7	-4	1	1	-5	1	15	2.6	-0.1	-14
CC(=O)c1ccc(N2CCN(C(=O)CCS(=O)(=O)c3ccc4c(c3)NC(=O)CS4)CC2)cc1	-4	2	-10	-1	-1	-12	5	-25	0.3	0.0	-26
Cc1cccc(NC(=S)N(CCCN(C)C)Cc2cc3cc4c(cc3[nH]c2=O)OCO4)c1	0	5	-4	3	-6	-5	8	2	-1.3	1.2	22

Copied from the results shown for reference:
canonical_smiles	Granule exo inh	Peg3 promoter	PDI inh	NR2E3 ag-1	TRPM1 prom inh	CaV13 FRET inh	Vif imaging	HIF-2a block	iPSC survival up	aDG glyco up	NR2E3 ag-2
O=C(c1cc(-c2ccc(F)cc2)on1)N1CCCCCC1	-2	-322	2	4	-129	-4	-3	-189	-0.1	0.1	-149
COc1ccccc1C1C(C(=O)c2sc(C)nc2C)=C(O)C(=O)N1CCN1CCOCC1 (configuration not stated)	-4	-11	2	5	8	0	-1	-11	-0.7	0.1	-83
CC1CN(C(=S)NC2CCCC2)CC(C)O1 (configuration not stated)	-3	13	6	1	3	-5	nt	0	-0.2	-0.1	9
CSc1cccc(NC(=S)N2CCC(N(C)C3CCCCC3)CC2)c1	-8	0	4	-2	2	-13	12	10	-0.7	-0.1	38
Cc1ccc(-c2nc(SCC(=O)NCC3CCCO3)c(-c3ccccc3)[nH]2)cc1 (configuration not stated)	-3	16	nt	0	nt	-6	nt	-14	2.0	-0.3	0
CC(=O)c1c(C)[nH]c(C(=O)Nc2cccc(C)n2)c1C	-6	-162	2	-1	-65	-12	-2	-120	-0.4	0.3	-88
Cc1ccc(NC(=S)N(CCCN2CCOCC2)Cc2ccco2)cc1	1	13	0	2	1	-2	-7	6	0.4	-0.1	-9
C[C@@H]1NC(=O)c2cc([N+](=O)[O-])cc(F)c2NCCC[C@@H](C(N)=O)NC(=O)[C@H](CC(N)=O)NC1=O	-3	-6	9	2	-2	-11	-4	9	-1.6	-0.1	-2
O=C(CN1C(=O)NC2(CCCC2)C1=O)NNC(=O)c1ccc(Br)cc1	-1	-46	-4	1	-2	-13	11	7	-0.6	0.4	24
